Bioassay records: PubChem, several laboratories
RPL19A-GFP yeast: modulators of TOR pathway RPL19A-GFP in S. cerevisiae; S. cerevisiae RPL19A-GFP strain, flow cytometry, 3 h; stronger effect = lower value; percent response vs DMSO, % at 10 µM; hit rate 0.3% among 330,000;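 active means percent response vs DMSO below 50%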;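 further: median channel GFP fluorescence of the barcoded RPL19A-GFP strain; ratio of sample median GFP to plate DMSO average so 100% = DMSO; lower means less RPL19A-GFP as with rapamycin TOR inhibition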
procasp3 activ: procaspase-3 (human) activation; activation, % at 8.5 µM; AID 463141; P42574; recombinant procaspase-3 D3A, Ac-DEVD-pNA absorbance 405 nm; hit rate 0.11% among 330,000;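 active means activation above the mean of all tested compounds plus 3 SD, cut at about 21% in these data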;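 further: 0% = DMSO alone and 100% = DMSO wells spiked with extra 5 µM PC-3 D3A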
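material = Procaspase-3 D3A mutant | probe or stimulus = Ac-DEVD-pNA | compound = single dose, 8.5 µM nominal compound, 0.8% DMSO | timing = 1 h preincubation, 2 h reaction | measured by = 405 nm absorbance of p-nitroaniline, reads at 0 and 120 min | benchmarks = DMSO-only low control, 5 µM PC-3 D3A high control | repeats = singlicate, each compound tested once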
MEP2 TOR yeast: modulators of TOR pathway MEP2-GFP in S. cerevisiae | S. cerevisiae MEP2-GFP strain, flow cytometry GFP, 3 h; 100% = DMSO control level | AID 2016 | hit rate 0.51% among 330,000 | GFP response vs DMSO, % at 10 µM;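 active means GFP response versus DMSO above a set limit, roughly screen mean plus 3 SD, cut at about 180% in these data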;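 further: median GFP fluorescence of the barcode-gated MEP2-GFP cells per well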
ZTA DNA inh: ZTA (EBV) inhibition in EBNA-1 counter-screen; ZTA-DNA binding, fluorescence polarization; hit rate 0.15% among 320,000; AID 2234; P03206; inhibition, % at 11 µM; in the data active means inhibition above about 33%
EBNA-1 inhibitor: blocks EBNA-1 binding to DNA; EBNA-1 DNA binding, fluorescence polarization; inhibition, % at 14.8 µM; hit rate 0.34% among 300,000; in the data active means inhibition above about 28%
LAP4 TOR yeast: alters LAP4-GFP fluorescence in TOR pathway yeast screen. AID 2023. GFP response vs DMSO, % at 10 µM. S. cerevisiae LAP4-GFP multiplex, flow cytometry GFP, 3 h; median GFP as percent of DMSO wells. hit rate 0.34% among 320,000;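 active means GFP response vs DMSO above a set limit, about the screen mean plus 3 SD, cut at about 150% in these data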
proCasp7 act: activates human procaspase-7, counter-screen for procaspase-3 activators; P55210; recombinant procaspase-7, Ac-DEVD-pNA absorbance 405 nm; D23A/D198A/D206A triple mutant, cannot self-cleave; scale: DMSO 0, 5 µM enzyme 100; activation, % at 8.5 µM; hit rate 0.093% among 330,000; AID 463210;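 active means percent activation above the screen-wide mean plus 3 SD, cut at about 25% in these data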
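Detection: p-Nitroaniline absorbance at 405 nm, read at 0 and 120 min; system: Uncleavable procaspase-7 mutant enzyme; evaluation: % activation from two-timepoint absorbance difference, scaled to controls; times: 1 h enzyme–compound preincubation and 2 h substrate reaction, both 25 °C; buffer or medium: Zinc-free HEPES pH 7.4 with 300 mM NaCl, 0.01% Triton X-100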
AHR activator: human AHR activation. P35869. activation, % at 5 µM. AID 2796. hit rate 2.5% among 320,000. AHR-responsive luciferase reporter cells, luminescence; in the data active means activation above about 47%;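 further: 0% = vehicle wells and 100% = reference agonist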
An asterisk follows results filed as active; i = inactive; . = not tested or not shown; + = active, no number; [ ] = another dose, or the depositor's remark.

Every second line gives: RPL19A-GFP yeast, procasp3 activ, MEP2 TOR yeast, ZTA DNA inh, EBNA-1 inhibitor, LAP4 TOR yeast, proCasp7 act, AHR activator
#1 CC(=O)Nc1ccc(NC2=CC(=O)CC(C)(C)C2)cc1
 : 93, -12, 98, -7, -3, 91, -1, 3
#2 CCOC(=O)C1CCCN(c2c(NCCc3ccc(S(N)(=O)=O)cc3)c(=O)c2=O)C1 (stereo unspecified)
 : 100, 2, 89, 6, -4, 84, 3, -4
#3 COCCOC(=O)c1c(C)oc2ccc(NS(=O)(=O)c3cccs3)cc12
 : 105, 2, 111, -14, -13, 113, -3, -1
#4 Cc1cc(C)n(CCC(=O)Nc2ccc(-c3ccno3)cc2)n1
 : 99, 0, 97, -5, -6, 92, 2, 1
#5 O=C(O/N=C1/CCCc2occc21)c1ccc(F)cc1
 : 104, 10, 107, 8, 10, 111, -2, 3
#6 COc1ccc2c(c1)c1ncn(Cc3ccccn3)c(=O)c1n2C
 : 98, 5, 89, -4, 2, 98, 11, 22
#7 O=C(NCCCN1CCOCC1)c1cccc(S(=O)(=O)N2CCOCC2)c1
 : i[may fluoresce green], 1, +[may fluoresce green], -15, ., +[may fluoresce green], -1, 0
#8 Cc1cn(C(=O)C(C)N2C(=O)c3ccccc3C2=O)c(C)n1 (stereo unspecified)
 : 94, -1, 101, 10, 12, 95, 14, -1
#9 CCOC(=O)Cc1c(C)nc2c(-c3ccc(Cl)cc3)cnn2c1C
 : 95, 7, 96, -1, -7, 101, 4, 65*
#10 O=C(c1ccccc1)N1CCN(c2ccc(NCc3ccc4c(c3)OCO4)cc2)CC1
 : 95, -12, 95, 2, 12, 95, -15, 1
#11 N/C(=N\OC(=O)COc1ccccc1Cl)c1ccc(Cl)cc1
 : 93, -4, 93, -10, -15, 92, 4, -6
#12 Cc1cc(C)cc(C(=O)NCC(=O)OCC(=O)NCc2ccco2)c1
 : 95, 1, 89, -4, -2, 94, 0, 2
#13 Cc1ccc2nc3c(c(C(=O)OC4CCOC4=O)c2c1)CCCC3 (stereo unspecified)
 : 106, 2, 100, 0, 30*, 103, 0, 0
#14 CCOC(=O)c1ccc(S(=O)(=O)NNC(=O)c2cccc(N(C)C)c2)cc1
 : 109, -3, 100, -10, -9, 102, 7, 0
#15 CCCCCCNC(=O)C(C#N)c1nc2ccccc2nc1N1CCCC1 (stereo unspecified)
 : 98, -4, 160, 8, 5, 117, -8, 3
#16 Nc1nc2ccccc2cc1-c1cccs1
 : 109, 0, 108, 2, -15, 87, 0, 7
#17 COc1cc2c(c3oc(=O)cc(CC(=O)O)c13)CCC(C)(C)O2
 : 102, 8, 102, -10, -1, 88, 2, -5
#18 CCCCc1ccc(NC(=O)CSc2nnc(CNC(=O)c3ccco3)o2)cc1
 : 100, 0, 99, 5, 0, 110, 11, 6
#19 COc1cc(/C(C)=N/NC(=O)c2cccc(S(=O)(=O)N3CCCC3)c2)cc(OC)c1OC
 : 98, 3, 95, -13, -1, 94, -11, 4
#20 COc1ccc(OC)c(/C=N/Nc2cc(C)nc(N3CCOCC3)n2)c1
 : 102, -1, 101, -2, 7, 110, 3, 68*
#21 Cc1cccc(N2CCN(C(=O)c3ccc(-n4cncn4)c([N+](=O)[O-])c3)CC2)c1C
 : 105[may fluoresce green], -4, 102[may fluoresce green], 11, -7, 103[may fluoresce green], 1, -3
#22 CCNC(=O)N(CC)C[C@H]1N[C@@](Cc2ccccc2)(C(=O)OC)[C@H]2C(=O)N(C)C(=O)[C@@H]12
 : 88, 5, 86, ., ., 93, 3, 0
#23 Cc1ccc(C(=O)Nc2ccccc2Cl)cc1
 : 103, -4, 108, 19, 8, 97, 1, 13
#24 COc1ccc(Nc2ccc(S(=O)(=O)N3CCCCC3)cc2[N+](=O)[O-])cc1Cl
 : 121, 3, 89, 1, 2, 100, 12, 1
#25 O=C(NCCc1ccccc1)NC1CCCCC1
 : 102, 1, 103, 8, 1, 103, 3, 10
#26 CCn1nc(C)c(CNC(=O)c2cc(COc3ccc(C)nc3)on2)c1C
 : 100, 0, 98, 6, 5, 94, 12, -2
#27 COc1ccc(C2(C(=O)Nc3ccccc3)CCOCC2)cc1
 : 103, -7, 109, 7, 2, 96, -4, 3
#28 CSCCC(NC(=O)C1CC1)c1nc2ccccc2[nH]1 (stereo unspecified)
 : 95, 1, 100, -4, -5, 95, 15, 2
#29 O=C(c1cc(F)c(F)c(F)c1F)N1CCN(Cc2ccc3c(c2)OCO3)CC1
 : 103, -3, 111, -3, 1, 92, 4, 3
#30 Cc1cccc(CN2C(=O)/C(=C\c3ccc(C(=O)NCCN4CCOCC4)cc3)Sc3ccccc32)c1
 : 105, -3, 100, 8, 5, 110, -6, 1

Reprinted at random: 7 compounds from above, in no set order.
Every second line gives: RPL19A-GFP yeast, procasp3 activ, MEP2 TOR yeast, ZTA DNA inh, EBNA-1 inhibitor, LAP4 TOR yeast, proCasp7 act, AHR activator
#22 CCNC(=O)N(CC)C[C@H]1N[C@@](Cc2ccccc2)(C(=O)OC)[C@H]2C(=O)N(C)C(=O)[C@@H]12
 : 88, 5, 86, ., ., 93, 3, 0
#14 CCOC(=O)c1ccc(S(=O)(=O)NNC(=O)c2cccc(N(C)C)c2)cc1
 : 109, -3, 100, -10, -9, 102, 7, 0
#3 COCCOC(=O)c1c(C)oc2ccc(NS(=O)(=O)c3cccs3)cc12
 : 105, 2, 111, -14, -13, 113, -3, -1
#10 O=C(c1ccccc1)N1CCN(c2ccc(NCc3ccc4c(c3)OCO4)cc2)CC1
 : 95, -12, 95, 2, 12, 95, -15, 1
#26 CCn1nc(C)c(CNC(=O)c2cc(COc3ccc(C)nc3)on2)c1C
 : 100, 0, 98, 6, 5, 94, 12, -2
#18 CCCCc1ccc(NC(=O)CSc2nnc(CNC(=O)c3ccco3)o2)cc1
 : 100, 0, 99, 5, 0, 110, 11, 6
#16 Nc1nc2ccccc2cc1-c1cccs1
 : 109, 0, 108, 2, -15, 87, 0, 7

Among those listed so far, 4 have a furan ring, fused or not:
Every second line gives: RPL19A-GFP yeast, procasp3 activ, MEP2 TOR yeast, ZTA DNA inh, EBNA-1 inhibitor, LAP4 TOR yeast, proCasp7 act, AHR activator
#3 COCCOC(=O)c1c(C)oc2ccc(NS(=O)(=O)c3cccs3)cc12
 : 105, 2, 111, -14, -13, 113, -3, -1
#5 O=C(O/N=C1/CCCc2occc21)c1ccc(F)cc1
 : 104, 10, 107, 8, 10, 111, -2, 3
#12 Cc1cc(C)cc(C(=O)NCC(=O)OCC(=O)NCc2ccco2)c1
 : 95, 1, 89, -4, -2, 94, 0, 2
#18 CCCCc1ccc(NC(=O)CSc2nnc(CNC(=O)c3ccco3)o2)cc1
 : 100, 0, 99, 5, 0, 110, 11, 6

(cont.)
Every second line gives: RPL19A-GFP yeast, procasp3 activ, MEP2 TOR yeast, ZTA DNA inh, EBNA-1 inhibitor, LAP4 TOR yeast, proCasp7 act, AHR activator
#31 CCOC(=O)CNC(=O)c1c(C)nn(-c2ccccc2)c1Cl
 : 98, 10, 95, 1, 2, 91, 6, 0
#32 CCCCNC(=O)CCn1c(=O)c2ccccc2n(Cc2ccccc2C)c1=O
 : 98, -5, 102, 8, 2, 100, 8, 0
#33 CSc1ccc(C(=S)N2CCCC2)cc1
 : 106, 2, 104, -4, -3, 90, 4, 0
#34 COc1ccccc1/C=N/NC(=O)CCSc1ccccc1
 : 102, 4, 107, 17, 4, 95, -10, 14
#35 NC(=O)c1ccccc1OCC(=O)Nc1cccnc1Cl
 : 99, 0, 96, 4, ., 101, 5, 2
#36 COc1c(Cl)cc(-c2noc(C)c2C(=O)NC(C)C)cc1Cl
 : 96, 10, 100, -14, -2, 101, 6, -1
#37 O=C(NCC1CCCO1)c1cccc(S(=O)(=O)N(Cc2ccccc2)c2ccccc2)c1 (stereo unspecified)
 : 92, 1, 101, 6, 3, 94, 13, 1
#38 CC(C)CNC(=S)NC(=O)c1ccc(Cl)cc1
 : 94, -3, 100, 1, 1, 99, 6, 0
#39 CC(C)Cn1c(-c2ccco2)n[nH]c1=S
 : 102, -1, 111, -3, 4, 110, -9, 1
#40 CCOC(=O)CN1C(=O)N[C@@H](c2ccccc2)C(C(=O)OC)=C1C
 : 103, 7, 106, -6, 14, 99, -3, 0
#41 COc1ccc(/C=C2\OC(=S)N(C)C2=O)cc1
 : 94, 2, 98, -5, -3, 136, -1, -1
#42 C[C@@H]1CCC(=O)N(C[C@@H](C)CSc2ccccc2)CC1
 : 87, 4, 82, -15, 8, 108, 3, -3
#43 CCCCCOc1ccc(CSC(=N)N)cc1[N+](=O)[O-]
 : 102, -8, 98, -7, -1, 101, 1, 1
#44 Cc1cc(C)nc(N/N=C/c2cn[nH]c2-c2ccccc2)n1
 : 101, 0, 108, -1, -1, 107, 6, 67*
#45 CCCc1nnc2c(N(C)S(=O)(=O)c3ccccc3)nc3ccccc3n12
 : 103, 3, 100, -6, 1, 97, -1, 3
#46 Cc1c(C(c2ccc(N(C)C)cc2)c2c(C)n(C)n(-c3ccccc3)c2=O)c(=O)n(-c2ccccc2)n1C
 : 104, -13, 124, 10, 4, 97, -14, 18
#47 CCc1ccc(NC(=O)C2CC(=O)N(C(C)C)C2)cc1 (stereo unspecified)
 : 104, -7, 103, -10, 3, 104, 8, 78*
#48 O=C(c1ccco1)N1CCN(S(=O)(=O)c2ccc3c(c2)CCN3C(=O)C2CCC2)CC1
 : 97, -2, 97, 6, -12, 98, -5, 0
#49 NC1=NC[C@H](c2ccccc2)N1CCc1cc(C(F)(F)F)cc(C(F)(F)F)c1
 : 97, 5, 98, 10, 7, 95, -9, -1
#50 Cc1cccc(Nc2nnc(SC/C(O)=C(\C#N)c3nc4ccccc4[nH]3)s2)c1C
 : 106, -1, 128, -2, 0, 99, -4, 38
#51 O=C(O)CC(NC(=O)C1c2ccccc2Oc2ccccc21)c1ccc(OC2CCCC2)cc1 (stereo unspecified)
 : 106, 1, 103, 6, 2, 107, -1, 0
#52 CC(=O)N1CCSc2ccc(S(=O)(=O)NCCc3ccc(C)cc3)cc21
 : 99, 4, 110, -20, -6, 102, -10, 0
#53 O=C(OCC(=O)N1CCCCC1)c1ccc(OC(F)(F)F)cc1
 : 99, 7, 111, ., ., 104, 2, 0
#54 O=C(CCNC(=O)c1ccc(Br)cc1)NCc1ccccc1F
 : 98, 13, 102, 14, -11, 108, 2, 3
#55 CCOC(=O)c1cc(S(=O)(=O)N2CCc3ccccc32)cn1C
 : 98, 2, 101, 4, 7, 110, 9, 1
#56 O=C(OCc1ccccc1F)c1cc2ccccc2cc1O
 : 104, -1, 106, 2, 8, 93, 10, 4
#57 COc1ccc(N2C(=O)C3CCCN3C2c2cccc(F)c2)cc1Cl (stereo unspecified)
 : 100, -2, 94, -13, 4, 99, -3, 0
#58 O=C(O)/C(CC(=O)c1ccc(Cl)cc1)=N/Nc1ccc([N+](=O)[O-])cc1[N+](=O)[O-]
 : 104, -5, 103, 6, 2, 96, 2, 4
#59 O=C(CSc1ccccc1C(=O)NCc1ccccc1)NC1CCCCCCC1
 : 107, -12, 112, 9, 4, 105, 2, 2
#60 Cc1ccc(S(=O)(=O)N2CCC(C(=O)OCC(=O)N3CCC(C)CC3)CC2)cc1C
 : 108, 3, 107, -19, -1, 111, -3, 3
#61 CN1CCN(c2nnc(-c3ccc(F)cc3)c3ccccc23)CC1
 : 93, -1, 97, -3, 3, 86, 5, 10
#62 CSc1nc(C)cc(OCC(=O)N/N=C/c2ccccc2O)n1
 : 112, 4, 103, -4, -9, 98, 17, 13
#63 Cc1cc(NC(=O)CSc2nnc(C)c(=O)[nH]2)no1
 : 101, -8, 100, -14, -3, 97, -4, 1
